From PubChem
EPAC2 ag: EPAC2 (human) agonism | Q8WZA2 | EPAC2 activation, biochemical qHTS; response scale: 100% = 6.5 mM cAMP response | Potency, µM (highest dose often 154 µM), inactives show top-dose activation, hits mostly activators | 0.079% of 360,000 active | AID 720711; further: potency means the concentration at half of the fitted maximal effect; nearly all actives have a fitted effect of over 50% in size
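Guanine nucleotide exchange by EPAC2 is measured as reduced fluorescence of BODIPY-GDP once it is released from 250 nM Rap1B. Plates are read kinetically for 30 min at room temperature; results are scaled to 6.5 mM cAMP.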
EPAC2 antagonist: blocks human EPAC2 exchange factor; Q8WZA2; EPAC2 GEF exchange of Rap1B-BODIPY-GDP, fluorescence; Potency, µM (highest dose often 114 µM), for the others: at the highest dose activity, negative = inhibition, usual class: inhibitors; 0.18% of 360,000 active; further: potency means the concentration at half of the fitted maximal effect; on the % scale 0 is the no-effect control and ±100 the full control effect; nearly all actives have a fitted effect of over 45% in size; many of its hits are not listed in these tables
CCT modulator: cytosolic chaperonin activity modulation; purified chaperonin ATPase assay, HTRF ADP detection, 30 min; AID 651819; activity change, % (no concentration beside the values), hits read low; 0.3% of 360,000 active; in the data active means activity change below about -30%; further: on the % scale 0 is the no-effect control and ±100 the full control effect
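TRiC (40 or 20 nM final, by batch activity) in 30 mM Tris pH 7.4, 100 mM KCl, 5 mM MgCl2, 1 mM DTT was treated with compound at 76 uM single dose, then 10 uM ATP, 30 min at 37 °C. ADP was read by HTRF Transcreener.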
D3 antag: antagonists of human D3 dopamine receptor. P35462. D3R cells, DiscoveRx beta-arrestin luminescence, antagonist mode; hits give low values. max response, negative = inhibition, %. 2.5% of 360,000 active; in the data active means max response below about -50%; inconclusive means no clear call, values can overlap the other calls; further: on the % scale 0 is the no-effect control and ±100 the full control effect; mostly tested at two doses, the higher about 12 µM
Target sequence (P35462 whole entry, looked up): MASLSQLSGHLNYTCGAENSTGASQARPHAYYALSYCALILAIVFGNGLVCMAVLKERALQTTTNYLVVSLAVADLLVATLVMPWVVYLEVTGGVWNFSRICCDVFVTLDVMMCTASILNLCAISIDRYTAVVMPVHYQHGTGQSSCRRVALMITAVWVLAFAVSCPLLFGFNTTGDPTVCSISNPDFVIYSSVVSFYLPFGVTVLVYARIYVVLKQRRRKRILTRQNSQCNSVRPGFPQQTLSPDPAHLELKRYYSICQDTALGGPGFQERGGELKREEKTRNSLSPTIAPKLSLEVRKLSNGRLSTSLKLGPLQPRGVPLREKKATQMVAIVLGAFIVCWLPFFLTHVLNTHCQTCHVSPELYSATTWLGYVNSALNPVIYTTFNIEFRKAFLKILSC
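Cells expressing the human receptor were seeded at 1500 cells/well, incubated overnight at 37 degrees C in 5% CO2, then exposed to library compounds with dopamine controls for 90 minutes at 37 degrees C before luminescent detection.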
PTHR1 ag: activates the human parathyroid hormone receptor PTHR1; Q03431; HEK293 GP2 PTHR1 cells, GloSensor cAMP luminescence, 1 h; Potency, µM (series often up to 115 µM), for the others: at the top dose activation, actives largely listed as activators; 0.075% of 410,000 active; further: potency means the concentration at half of the fitted maximal effect; nearly all actives have a fitted effect of over 55% in size; some results filed as inactive show a strong effect at the top dose; inactives centre near -15; many of its hits are not listed in these tables
Target sequence (Q03431 whole entry, looked up): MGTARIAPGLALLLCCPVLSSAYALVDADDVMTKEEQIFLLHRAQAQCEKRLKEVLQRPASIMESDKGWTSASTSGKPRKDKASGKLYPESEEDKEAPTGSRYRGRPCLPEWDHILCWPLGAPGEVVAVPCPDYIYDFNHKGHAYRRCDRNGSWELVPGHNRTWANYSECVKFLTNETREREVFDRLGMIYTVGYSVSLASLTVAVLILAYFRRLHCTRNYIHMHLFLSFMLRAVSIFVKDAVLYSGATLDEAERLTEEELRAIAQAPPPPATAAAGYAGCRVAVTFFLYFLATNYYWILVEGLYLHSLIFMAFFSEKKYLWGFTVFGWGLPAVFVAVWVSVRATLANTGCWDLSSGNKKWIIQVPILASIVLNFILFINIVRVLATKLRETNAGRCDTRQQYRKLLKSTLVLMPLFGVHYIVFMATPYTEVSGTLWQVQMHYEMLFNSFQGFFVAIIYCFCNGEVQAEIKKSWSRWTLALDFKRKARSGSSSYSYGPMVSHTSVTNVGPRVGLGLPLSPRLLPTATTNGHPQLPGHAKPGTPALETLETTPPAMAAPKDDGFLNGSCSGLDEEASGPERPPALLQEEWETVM
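HEK-293-derived GP2 cells expressing PTHR1 and a GloSensor cAMP reporter, 3,000/well, plated overnight, given luciferin plus IBMX (each 0.5 mM as added) for 1 h at 37 °C, then compound for 1 h at 37 °C. Luminescence was read after 15 min at room temperature.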
D3 ag: activates the human D3 dopamine receptor. P35462. D3R DiscoveRx beta-arrestin cells, luminescence, 90 min. 0.58% of 410,000 active. max activation, %; in the data active means max activation above about 30%; further: 0% is about no effect; mostly tested at two doses, the higher about 12 µM
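Agonist mode: compounds and dopamine controls were applied to plated cells for 90 min at 37 degrees C after an overnight attachment at 1500 cells/well. Luminescent read-out followed 30 - 60 minutes at room temperature with DiscoveRx detection reagent.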
Akt phos inh: Akt phosphorylation inhibition; Neuro2A IGF-stimulated pAkt S473 HTRF, 20 min; hits give low values; activity change, % for hits at 50 µM; 0.32% of 360,000 active; AID 651550; in the data active means activity change below about -80%; inconclusive means mostly about -51% to -80%; further: on the % scale 0 is the no-effect control and ±100 the full control effect
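Single-point screen (50 µM final compound) in Neuro2A cells stimulated 20 min with 6 nM IGF at 37 deg C. After lysis, Ser473-phosphorylated Akt read by HTRF (ex 330 nm, em 615/665 nm) as the 665/615 ratio.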
MmCpn inh: blocks the Methanococcus maripaludis chaperonin Mm-Cpn. purified Mm-Cpn ATPase, ADP Transcreener TR-FRET. Potency, µM (highest dose often 76.9 µM), for inactives: at the highest dose activity, negative = inhibition, usual class: inhibitors. 0.031% of 330,000 active. AID 504842; further: potency means the concentration at half of the fitted maximal effect; on the % scale 0 is the no-effect control and ±100 the full control effect; nearly all actives have a fitted effect of over 80% in size
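Purified archaeal Mm-CPN (25nM final) preincubated 10 min at 37degC with compound, then 10uM ATP for 30 min at 37degC; ADP measured by HTRF Transcreener TR-FRET; buffer 30 mM TRIS pH 7.4, 100mM KCl, 5mM MgCl2, 1mM DTT.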
Starred values were filed as active, the others as inactive; i = inactive; ? = inconclusive; nt = no result given; & = joins results of further samples; [ ] = another dose, or the depositor's remark. Unless noted, the call rests on the fitted dose curve; in most records, active means well fitted curve in the direction sought with a large enough effect; inconclusive means small, poorly fitted or top-dose-only effect, or another doubt; inactive means no such curve, though single readings can be large; an effect the other way counts as inactive or inconclusive. The list is partial. The share of hits here may be higher or lower than overall.

No.	Molecule	EPAC2 ag	EPAC2 antagonist	CCT modulator	D3 antag	PTHR1 ag	D3 ag	Akt phos inh	MmCpn inh
1	O=C(Nc1ccccc1)OCC1COC(c2ccccc2)(c2ccccc2)O1 (configuration not stated)	23%	-9%	-1.7	13	-12%	8	i	nt
2	O=C1CC(C(=O)N2CCN(S(=O)(=O)c3cccc(F)c3)CC2)CN1Cc1ccccc1Cl (configuration not stated)	2%	10%	-1.7	11	i	0	i	1%
3	CN(C)S(=O)(=O)N1CCCC(C(=O)c2ccc(-c3ccccc3)c(F)c2)C1 (configuration not stated)	6%	-1%	-0.2	25	-44%[inhibitor]	2	i	-4%
4	O=C(CCN1C(=O)c2cccc3cccc(c23)C1=O)N1CCN(Cc2ccc3c(c2)OCO3)CC1	0%	4%	-1.6	10	i	-3	i	0%
5	COc1ccccc1NC(=O)CCc1nnc2ccc(N3CCN(C)CC3)nn12	-3%	-2%	-3.7	5	i	-2	i	-2%
6	Cc1ccc(SC[C@H](c2ccccc2)N2CCN(CCc3ccccc3)CCC2=O)cc1	15%	-3%	-1.1	-17	-56%[inhibitor]	-51	i	-1%
7	c1ccc(-c2nnc(-c3ccccc3)c(-c3c[nH]c4ccccc34)n2)cc1	5%	0%	-2.2	17	-1%	-1	i	-1%
8	CCc1ccc(CSc2nccn2-c2ccccc2)cc1	18%	-28%	-1.2	-15	-4%[57.5 µM]	-2	i	-3%
9	CCOC(=O)C1=C(C)N(CCCC(=O)O)C(=O)NC1c1ccccc1OS(=O)(=O)c1ccccc1[N+](=O)[O-] (configuration not stated)	7%	-1%	-1.4	-25	22%	18	i	nt
10	CCN(CC)S(=O)(=O)c1cccc(C(=O)OCC(=O)NCCN2C(=O)CSC2=O)c1	1%	6%	0.4	1	-19%	4	i	3%
11	CCc1ccc(OCCOCC(O)CNC(C)CC)cc1 (configuration not stated)	-9%	-1%	-0.6	2	i	3	i	5%
12	CCc1ccc(OCCOCC(O)CNC2CCCC2)cc1 (configuration not stated)	0%	2%	-1.6	-2	i	-9	i	2%
13	COc1ccc(CNC(=O)C/C(C)=N/NC(=O)COc2ccc(Br)cc2)cc1	4%	-1%	1.9	-2	i	8	i	2%
14	Cc1cccc(C(=O)Nc2ccccc2-c2nnn(CC(=O)Nc3ccc4c(c3)OCCO4)n2)c1	2%	-3%	-2.6	20	-23%[57.5 µM]	12	i	-4%
15	COCCc1nnc(NC(=O)Cc2ccccc2)s1	10%	-3%	-0.8	-11	-21%	-1	i	1%
16	CN1CCC(CN)(N2CCN(c3ccccc3)CC2)CC1	4%	4%	-0.5	6	i	1	i	-1%
17	CCOc1ccc(Br)cc1CNc1ccc2c(c1)OCCO2	11%	-1%	-8.1	0	-30%[inhibitor]	-5	i	1%
18	CC(C)CN1CCN(Cc2cccc3ncccc23)CC1CCO (configuration not stated)	7%	13%	-0.9	0	i	0	i	-2%
19	CC1(Cc2ccc(F)cc2)C(=O)Nc2ccc(S(=O)(=O)NC3CCCCC3)cc21 (configuration not stated)	0%	-20%	-1.7	14	-6%	5	i	nt
20	O=C(NCc1ccc(Cl)cc1)c1cc2ccccn2n1	3%	1%	-1.1	8	i	0	i	0%
21	CCOc1cc(C(=O)NCc2ccco2)cc(OCC)c1OCC	5%	-8%	-1.3	8	i	-8	i	-2%
22	O=C(/C=C/c1ccccc1)N(Cc1ccc(Cl)cc1)C1CCS(=O)(=O)C1 (configuration not stated)	8%	-3%	-4.1	-4	-10%	6	i	0%
23	CC(=O)Nc1ccccc1NC(=O)c1cc(C)ccc1C	-1%	-7%	-1.0	14	-23%	2	i	0%
24	COc1cc(-c2csc(CCn3nc(C)cc3C)n2)cc(OC)c1OC	7%	1%	-1.8	-24	3%	-17	i	-1%
25	O=C(CCC(=O)Nc1ccc(Br)cc1)N/N=C/c1ccccc1F	-12%	-1%	2.1	3	-18%	-6	i	0%
26	NC(=O)COC(=O)c1ccccc1SCC(=O)NC1CCCCCC1	10%	-22%	2.3	-9	-34%[inhibitor]	-5	i	1%
27	COc1ccc2c(C)cc(C)nc2n1	4%	0%	-1.1	3	i	0	i	2%
28	CCc1ccc(N2C(=O)CN(Cc3cccs3)C2=S)cc1	-5%	-2%	-0.1	-4	-15%	1	i	-3%
29	Cc1nc2ccc(S(=O)(=O)NCC(=O)NCc3ccc(Cl)cc3)cc2s1	1%	8%	-0.9	-3	-13%&-31%	4&3	i	3%
30	CCC1CCCCN1CCCNC(=O)C1CCCN(S(=O)(=O)N2CC(C)CC(C)C2)C1 (configuration not stated)	6%	3%	-3.3	-5	i	-8	i	3%
31	CCCC(=O)Nc1ccc(Br)cn1	1%	2%	-0.9	3	i	6	i	2%
32	CCOC(=O)C1CCN(C(=O)c2cc(C(C)(C)C)nn2Cc2ccccc2)CC1	-4%	-4%	0.9	10	i	-3	i	0%
33	COCCNc1nc(Nc2ccc(C)cc2C)c2sc(-c3ccccc3)cc2n1	10%	-10%	-1.6	-8	0%	-7	i	nt
34	COC(=O)/C(=C/c1ccco1)NC(=O)c1ccccc1	-2%	-5%	0.5	-29	-20%	-5	i	-3%
35	O=C(CCC1CCN(C(=O)c2cc(C(F)(F)F)ccc2Cl)CC1)NC1CC1	-3%	0%	2.0	7	i	-2	i	-9%
36	CNC(=O)COC(=O)c1ccccc1Oc1ccccc1	6%	-1%	-3.1	4	-4%[57.5 µM]	0	i	0%
37	CC(=O)n1cc([C@H]2C=C(C(=O)NCc3ccccc3)O[C@@H](OCc3ccc(CO)cc3)C2)c2ccccc21	9%	-16%	-1.4	25	-31%[inhibitor]	5	i	nt
38	Cc1ccc(C2(c3ccc(C)cc3)NC(=O)N(CC(=O)NCCCN3CCCC3=O)C2=O)cc1	-1%	-17%	1.1	-6	-15%	-2	i	1%
39	COc1cccc(S(=O)(=O)N2C[C@H](O)COC[C@H]3O[C@@H](CC(=O)N4CCN(C)CC4)CC[C@@H]32)c1	3%	8%	nt	0	0%	-11	i	nt
40	Nn1c(SCC(=O)Nc2ccccc2)nnc1-c1cccnc1	-2%	8%	0.8	12	i	2	i	1%
41	Cc1ccccc1NC(=S)N=Nc1c(O)n(C)c2ccc(S(=O)(=O)N3CCOCC3)cc12	1%	2%	-2.0	-6	i	-3	i	2%
42	CN(C)C(=O)C1CC(=O)OC12CCCCC2 (configuration not stated)	11%	4%	-2.0	3	i	10	i	2%
43	CCCn1nc(C(=O)NNC(=O)C2CSC3(C)CCC(=O)N23)c2ccccc2c1=O (configuration not stated)	3%	3%	-3.2	-9	i	-8	i	-3%
44	Cc1ccc(C(=O)OCC(=O)NCc2cc(C)c(O)c(C)c2)cc1S(=O)(=O)N1CCCCC1	9%	-6%	-0.3	13	-31%[inhibitor]	-3	i	0%
45	COc1cc(-c2nnc(SCC(=O)O)n2-c2ccccc2)cc(OC)c1OC	6%	-7%	-1.0	-4	-16%	-19	i	0%
46	O=C(CN1CCN(C(c2ccccc2)c2ccccc2)CC1)NC(=O)NCc1ccco1	-20%	2%	-3.1	-21	12%[57.5 µM]	3	i	-1%
47	Cc1nc2oc(C(=O)c3ccc(Br)cc3)c(N)c2c2c1COC(C)(C)C2	-13%	-5%	-2.1	?	-15%[57.5 µM]	2	i	-12%
48	CCOC(CNC(=O)c1cccn2c(=O)c3cc(Cl)ccc3nc12)OCC	-5%	-5%	-0.3	18	-3%	0	i	-1%
49	Cc1cc(F)ccc1S(=O)(=O)Nc1ncnc2sccc12	-2%	1%	-1.8	-3	-1%	12	i	-1%
50	CCOc1ccc(CCNC(=O)CN2C(=O)CCSc3ccccc32)cc1	5%	1%	2.2	3	i	3	i	1%
51	Nn1c(SCc2ccccc2F)nnc1-c1ccccn1	11%	-5%	-2.8	-11	-33%[inhibitor]	4	i	-1%
52	O=C(O)c1cnn(-c2nc(-c3ccc(Cl)cc3)cs2)c1C(F)(F)F	10%	?	-3.9	-3	-26%	12	i	-1%
53	Cc1c(C(=O)N2CCN(Cc3ccccc3)CC2)oc2c1C(=O)CCC2	13%	-3%	-2.6	2	i	-1	nt	-2%
54	Cc1ccc(C)c(OCc2cc(C(=O)NC3CCOC(C)(C)C3)no2)c1 (configuration not stated)	-4%	-3%	-2.5	-18	-66%[inhibitor]	0	i	-1%
55	Cc1ccc(NC(=O)CNc2cccc(S(=O)(=O)N3CCCCC3)c2)cc1F	5%	-6%	1.0	3	-33%[inhibitor]	11	i	1%
56	Cc1cc(OC(=O)c2c(Cl)cccc2Cl)nc(C)n1	12%	-6%	-3.6	-6	-4%[57.5 µM]	-6	i	3%

Carrying on.
No.	Molecule	EPAC2 ag	EPAC2 antagonist	CCT modulator	D3 antag	PTHR1 ag	D3 ag	Akt phos inh	MmCpn inh
57	O=C(N1CCOCC1)N1CCCC(c2nc(-c3cccs3)no2)C1 (configuration not stated)	11%	4%	-0.7	7	-12%	14	i	1%
58	Cc1nc(CNS(=O)(=O)c2cccnc2)cs1	8%	-1%	-2.8	-10	-16%[57.5 µM]	1	i	1%
59	CN1CCN(S(=O)(=O)c2ccc(NN)nc2)CC1	-3%	0%	0.5	-21	-20%	4	i	0%
60	CCOC(=O)N1CCN(C(=O)c2cc3ccccc3o2)CC1	11%	6%	0.8	-21	18%	-6	i	1%
61	O=C(CSC1=NS(=O)(=O)c2cc(F)ccc2N1)Nc1cccc(F)c1	-6%	4%	0.8	7	i	-3	i	1%
62	CCOC(=O)C1CCCN(S(=O)(=O)CCNC(=O)c2cccc(OC)c2)C1 (configuration not stated)	-2%	15%	1.5	-8	-13%	1	i	1%
63	Cc1[nH]c2ccc(Br)cc2c(=O)c1CN1CCOCC1	1%	-6%	-4.8	-70*	-25%[57.5 µM]	0	i	1%
64	COc1cccc(CC(=O)N(CCC2=CCCCC2)c2c(N)n(Cc3ccccc3)c(=O)[nH]c2=O)c1	-1%	-1%	0.3	-4	-21%	-13	i	2%
65	Cc1ccc(C(=O)OCC(=O)N(C)c2ccccc2)c(C)c1	-3%	-29%	-0.4	10	i	18	i	0%
66	c1ccc(C2CC(c3cccs3)Nc3nnnn32)cc1 (configuration not stated)	-1%	3%	1.7	1	i	1	i	-1%
67	CCOC(=O)c1csc(NC(=O)CN2CCCCC2)n1	-3%	2%	-1.7	0	-9%	4	i	1%
